dFosB activator = mouse delta FosB homodimer activation; P13346; purified delta FosB, TAMRA-CDK5 oligo fluorescence polarization; percent of positive-control signal above neutral wells; activation, % at 25 µM; 0.99% of 340,000 active;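 active means mean activation above about 17%, with every replicate also reaching it, limit read from the data, passing the limit was not always enough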;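 further: fluorescence polarization rise as delta FosB binds a TAMRA Cdk5 AP-1 oligo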
PvdQ inh = blocks Pseudomonas aeruginosa PvdQ acylase activity; purified PvdQ acylase, fluorescence plate reader; inhibition, % at 10 µM; 0.063% of 340,000 active; AID 488965; in the data active means inhibition above about 30%, passing the limit was not always enough;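 further: 0% = vehicle neutral wells and 100% = reference inhibitor wells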
PfHsp90 set2 = growth inhibition of yeast expressing Plasmodium Hsp90. S. cerevisiae expressing PfHsp90, BacTiter-Glo ATP, 48 h; yeast lacking PDR1 and PDR3 efflux regulators. inhibition, % at 9.4 µM. 0.32% of 310,000 active;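 active means every replicate shows inhibition above about 80%, whatever the replicate mean, limit read from the data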;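 further: 0% = DMSO neutral controls and 100% = 20 µM radicicol positive controls; yeast relying on Plasmodium falciparum Hsp90 in place of its own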
Keap1-Nrf2 PPI = Keap1-Nrf2 (human) interaction inhibition; Q14145; Keap1 Kelch-Nrf2 peptide fluorescence polarization, 1536-well; inhibition, % at 9.4 µM; 0.15% of 340,000 active; in the data active means inhibition above about 12%;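 further: human Keap1 Kelch domain with fluorescein labeled Nrf2 9mer peptide probe; 0% = neutral control wells and 100% = peptide positive control; higher means more block of Keap1 binding to Nrf2 peptide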
NSD2 HMT inh = inhibitors of human histone methyltransferase NSD2 | O96028 | NSD2 peptide methylation, AlphaScreen, 120 min | inhibition, % at 12.5 µM | 0.54% of 310,000 active | AID 743445; in the data active means inhibition above about 50%
LANA DNA inh = KSHV C-LANA DNA binding inhibition. MBP-C-LANA/FAM-LBS DNA binding, fluorescence polarization. inhibition, % at 9 µM. 0.078% of 340,000 active. AID 504423;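 active means highest replicate inhibition at or above 60% at 9 µM, even if other replicates fall short; inactive means all replicates below 60% inhibition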;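 further: 0% = neutral control wells and 100% = 4 µM acridine orange control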
Rtt109 Vps75 = blocks Candida albicans Rtt109/Vps75 acetyltransferase activity. 0.16% of 330,000 active. inhibition, % at 34.9 µM. AID 540336. Q5AAJ8. purified Rtt109/Vps75, ThioGlo CoA-SH fluorescence, 4 h;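 active means inhibition of at least 50% in every replicate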
Mot1-301 SUMO = SUMOylation pathway inhibition by Mot1-301 growth rescue; S. cerevisiae Mot1-301 growth rescue, ATP luminescence, 38.5C; percent above DMSO median, 100 means doubled; growth rescue, % at 18.8 µM; 1% of 320,000 active; AID 2716;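 active means every valid replicate shows activation above 250% relative to neutral control wells; inactive means the rest, any valid replicate at or below 250%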;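 further: OY570 slx delta 5 strain wells were the positive control but not used for scaling; some compounds called inactive have numbers as strong as hits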
CDK5 inh = blocks human CDK5/p35 kinase activity. Q00535+Q15078. inhibition, % at 10 µM. Recombinant CDK5/p35, ADP-Glo luminescence, 60 min. 0.01% of 330,000 active;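 active means highest replicate inhibition of at least 50% and at least 75% of replicates reaching 50%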;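 further: plate controls were DMSO neutral control for no effect and GW8510 at 10 µM for full effect; many of its hits are not listed in these tables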
cardiac RTF act = increases calcium sensitivity of human cardiac regulated thin filaments | 0.24% of 340,000 active | IANBD-labeled TnC RTF fluorescence at EC20 calcium; 0% EC20 calcium, 100% full calcium | activation, % at 7.2 µM | AID 493008;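 active means activation above the mean over all tested compounds plus 3 SD, cut at about 30% in these data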;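 further: rise in fluorescence read as greater calcium sensitivity of cardiac thin filaments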
RTF Ca sens inh = cardiac RTF calcium desensitization; P19429+P45379; inhibition, % at 7.15 µM; 0.12% of 340,000 active; AID 493244; IANBD-labeled cardiac RTF, Ca2+ fluorescence;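 active means inhibition above the mean inhibition of all tested compounds plus 3 SD, cut at about 17% in these data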;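 further: assay run at fixed EC70 calcium of 1.6 mM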
* marks the source's active call; other numbers are inactive results; i = inactive; . = no result given.

The first 2 compounds (preview)
Structure	dFosB activator	PvdQ inh	PfHsp90 set2	Keap1-Nrf2 PPI	NSD2 HMT inh	LANA DNA inh	Rtt109 Vps75	Mot1-301 SUMO	CDK5 inh	cardiac RTF act	RTF Ca sens inh
CC1CN(c2nc3c(c(=O)n(Cc4ccc(Cl)c(Cl)c4)c(=O)n3C)n2C)CC(C)O1 (centres undefined)	-6	-2	-40	1	.	-1.3	19	1	0.8	-8	11
Cc1ccc(CN2CCN(CC(=O)N3CCC(C(N)=O)CC3)C2=O)cc1	0	-26	0	-3	.	-1.2	-6	.	-3.6	11	-10

The whole of this part, from the first entry:
Structure	dFosB activator	PvdQ inh	PfHsp90 set2	Keap1-Nrf2 PPI	NSD2 HMT inh	LANA DNA inh	Rtt109 Vps75	Mot1-301 SUMO	CDK5 inh	cardiac RTF act	RTF Ca sens inh
CC1CN(c2nc3c(c(=O)n(Cc4ccc(Cl)c(Cl)c4)c(=O)n3C)n2C)CC(C)O1 (centres undefined)	-6	-2	-40	1	.	-1.3	19	1	0.8	-8	11
Cc1ccc(CN2CCN(CC(=O)N3CCC(C(N)=O)CC3)C2=O)cc1	0	-26	0	-3	.	-1.2	-6	.	-3.6	11	-10
COc1ccc(CCNC(=O)CN2C(=O)c3ccccc3S2(=O)=O)cc1OC	4	-10	-7	0	0	1.1	2	0	0.0	-2	1
COc1ccc(CNC(=O)COc2ccc(S(=O)(=O)N3CCCCC3)cc2)cc1	1	-28	7	-8	-1	0.8	-4	5	-6.4	0	1
O=C(Nc1cccc(Cl)c1)OCCOC(=O)Nc1cccc(Cl)c1	-3	-17	.	-1	0	2.9	-18	.	0.8	-1	1
CCOC(=O)c1sc(NC(=O)c2ccccc2C(=O)O)c(C(=O)OCC)c1C	-2	6	12	0	2	i	9	136	1.8	1	5
C/C(=N\NC(=O)c1ccccc1OCCOc1ccccc1)c1ccccc1F	-20	-2	.	1	-1	0.4	2	.	1.4	-7	-16
CCCCn1c(-c2cccs2)nc2nc3ccccc3nc21	-45	-9	.	-2	-1	1.6	.	.	0.4	-1	-2
NC(=O)CSc1nnc(-c2ccncc2)n1-c1ccc(Cl)cc1	-3	-13	28	2	.	-0.3	-8	1	-2.3	1	-3
CC(NC(=O)CCNC(=O)c1ccco1)c1ccc(F)cc1 (centres undefined)	4	-17	-8	-2	-2	0.3	-3	-14	-0.5	0	-9
CN(C)S(=O)(=O)c1cc(NC(=O)CSc2nn(-c3ccc(Cl)cc3)c(=S)s2)ccc1Cl	4	-10	-11	0	0	3.7	6	555*	-0.3	0	-1
CCN(CC)S(=O)(=O)c1ccc(OCC(=O)NC(=O)Cc2ccccc2)c([N+](=O)[O-])c1	-4	-2	-6	-2	2	-1.8	4	2	0.9	-5	4
COc1ccc(C2(O)C(=O)Nc3ccccc32)cc1 (centres undefined)	0	-4	-25	-1	1	-0.6	-4	40	0.2	0	0
COc1cc(NS(=O)(=O)c2ccc3c(c2)n(C)c(=O)n3C)cc(OC)c1	-4	-14	2	4	0	2.1	1	-10	0.6	-2	-1
CN1CCN(c2ccc([N+](=O)[O-])cc2C(=O)c2ccc(Cl)cc2)CC1	-6	-23	.	-8	.	1.7	-3	13	-3.8	-2	-2
O=[N+]([O-])c1cccc(/C=N/N2CCN(Cc3ccc(Cl)cc3)CC2)c1	-15	-10	3	-2	6	1.2	-21	180	-2.1	5	-6
CSc1ccc(S(=O)(=O)NCC(=O)OCC(=O)N2CCCCC2C)cc1[N+](=O)[O-] (centres undefined)	-4	-13	0	1	3	-0.5	2	7	-0.4	-10	-5
Cc1cc(NC(=O)CSc2nc3[nH]c(=O)cc(O)c3s2)ccc1Br	-9	-7	.	1	1	-0.1	-1	.	1.0	-1	-15
CCOC(=O)Cn1c(-c2cccnc2Cl)nc2ccccc21	5	-1	-10	1	1	-0.3	2	-20	0.8	-2	-8
Cc1ccc2c(c1)c1c(n2CC(O)CN2CCCCCC2)CCCC1 (centres undefined)	6	-3	-10	-2	23	-1.0	-9	-11	-0.9	-5	2
O=C(CN(C(=O)CCC(=O)Nc1nccs1)c1ccccc1F)NCCc1ccccc1	-1	-6	-16	3	0	0.2	-5	-5	-1.0	-5	-6
CC(C)c1ccc(NC(=O)Nc2cc3sccc3n2C)cc1	-2	-5	-6	2	.	1.2	-2	-15	-2.7	4	-10
O=C(NCc1ccccc1)c1ccc(S(=O)(=O)C(F)F)cc1	1	-13	3	1	-3	0.6	-4	-9	-0.2	2	-13
O=C(Cn1cnc2ccccc2c1=O)Nc1cccc(-c2nnc3n2CCCCC3)c1	-11	-11	-28	2	-2	1.9	-17	274	-0.5	-3	-7
NNC(=O)/C=C/c1ccc(Cl)cc1Cl	-1	9	13	-1	30	0.9	7	10	2.4	-2	-23
O=[N+]([O-])c1cnccc1Nc1ccc(Cl)cc1	-3	-4	4	3	6	-1.1	6	-14	0.7	0	5
Cc1ccc(NC(=S)Nc2ccc3[nH]c(=O)[nH]c3c2)cc1	-5	-22	-60	-8	.	-0.8	-14	-12	-0.3	0	1
CC(c1ccccc1)C1CC(=O)N(Cc2ccccc2)C1=O (centres undefined)	-13	-9	22	-3	-4	-2.7	-6	-14	-1.5	3	-29
CCn1c(SCC(=O)Nc2oc(-c3ccccc3)c(-c3ccccc3)c2C#N)nnc1-c1ccco1	-17	-15	-7	-6	.	-0.5	-4	10	1.9	1	0
CCOC(=O)CSc1ccc(C(=O)NCCN2CCOCC2)cc1[N+](=O)[O-]	1	-14	-5	-1	-1	-0.3	-4	7	1.2	-2	-2
CCOC(=O)N1CCN(S(=O)(=O)N2CCCC(C(=O)NC(C)c3ccccc3)C2)CC1 (centres undefined)	-7	-16	-13	-3	2	0.8	-13	116	-1.1	0	-2
CN(c1ccccc1)S(=O)(=O)c1cccc(NC(=O)Nc2ccc(Cl)cc2C#N)c1	-1	-3	-17	-3	-2	0.7	4	-3	-0.9	-1	-8
Cn1c(SCC(=O)NCCc2ccccc2)nc2c([nH]c3ccccc32)c1=O	-1	-7	19	2	1	-0.2	-5	5	0.6	-8	8
CC(=O)N(c1cccc(Br)c1)c1nc(C)cc(C)c1C#N	-6	-14	7	0	1	1.8	-2	94	-4.4	2	-7
COc1ccc(C(=O)CCC(=O)Nc2cccnc2)cc1	-7	-11	14	-4	-2	-1.7	-7	-9	0.5	5	-46
CCOC(=O)C1=C(COC(=O)c2cc(Br)c(Br)s2)NC(=O)NC1C (centres undefined)	-12	-17	.	1	-1	-0.1	-5	-21	-5.1	-10	-2
Cc1ccc(Cl)c(OCC(=O)NCC(c2cccs2)N2CCOCC2)c1 (centres undefined)	0	-17	22	-3	4	-0.3	-2	0	-2.4	-2	2
COc1ccc(N2CCN(Cc3nc(N)nc(N4CCCc5ccccc54)n3)CC2)cc1	-7	4	1	-5	.	-1.9	16	-22	0.8	-6	6
CCn1c(C)nc([N+](=O)[O-])c1C(=O)O	1	-13	9	2	-1	-0.3	6	-3	2.0	1	-9
CC1CCCCC1NC(=O)COC(=O)c1ccc(S(=O)(=O)N2CCOCC2)cc1 (centres undefined)	-16	-8	-25	-4	-6	-1.5	-12	4	-1.2	11	-8
COc1cc(C(CCN2CCCC2)c2c(OC)cc(OC)c3c(C)cc(=O)oc23)cc(OC)c1OC (centres undefined)	3	0	-3	-3	.	0.3	-3	-7	-0.2	-5	3
O=C(NC1CCCCC1)c1ccc(CNc2c(N3CCOCC3)c(=O)c2=O)cc1	-6	-13	-15	1	.	-0.6	-6	-24	-3.4	2	3
CC1CCCCC12NC(=O)N(CC(=O)Nc1ccc(N3CCOCC3)cc1)C2=O (centres undefined)	-8	-14	20	0	2	-0.7	-3	0	-0.5	4	-8
CC(C)(C)c1ccc(Cn2cnc(-c3ccc([N+](=O)[O-])cc3)c2)cc1	-4	-14	2	4	-1	-0.4	8	1	0.4	1	1
Cc1ccc(NC(=O)CC(N)=S)cc1	2	-15	14	2	0	-2.0	0	0	-1.1	-7	-3
CSCC(=O)N1CCCC(CO)(Cc2ccccc2C)C1 (centres undefined)	5	-14	-2	-6	1	-0.1	-10	316	1.5	-1	-4
C=CCN(c1ccc(F)cc1)S(=O)(=O)c1cc(C(=O)NC2CCC(O)CC2)ccc1Cl (centres undefined)	-14	8	6	3	6	-0.2	7	5	-1.6	5	-7
O=C(OC(C(=O)NCc1ccccc1)c1ccccc1F)c1ccco1 (centres undefined)	0	1	-4	1	4	0.2	-9	-9	1.5	0	3
Cc1ccc(OC(=O)c2ccccc2P(=O)(O)O)cc1	-7	-12	2	-3	.	0.2	-5	-2	1.6	0	-3
Cc1ccc(S(=O)(=O)N(CC(=O)Nc2ccccc2C(=O)O)c2ccc(Cl)cc2)cc1	-8	-12	-6	-5	-5	-1.0	-4	-9	-2.8	6	-6
C=CCn1c(SCC(=O)Nc2cc(C)nn2-c2ccccc2)nnc1C1CCCCC1	-3	-15	.	-5	4	0.3	6	0	-15	3	-8
CCC(=O)NC(=S)Nc1cccc(NC(=O)c2ccccc2C)c1	-8	-3	4	-2	1	-0.2	3	-16	0.4	0	-4
COc1ccc(Cc2nc(C(=O)Nc3ccc(Cl)cc3)cs2)cc1	-2	-4	17	5	-2	0.7	5	6	-1.6	-1	-7
Cc1ccc(N=Nc2ccc(O)c3ncccc23)cc1C	-16	-10	-58	-6	.	0.7	-16	-18	3.0	-3	-6
CC(Oc1ccc2ccc(=O)oc2c1)C(=O)NCCCn1ccnc1 (centres undefined)	1	-9	9	3	-6	0.3	-5	145	-0.3	6	-2
CCOC(=O)CSc1nc2cc3c(cc2cc1C#N)OCCO3	8	-4	9	-1	-5	-0.5	1	-9	1.4	1	5

Other compounds:
Structure	dFosB activator	PvdQ inh	PfHsp90 set2	Keap1-Nrf2 PPI	NSD2 HMT inh	LANA DNA inh	Rtt109 Vps75	Mot1-301 SUMO	CDK5 inh	cardiac RTF act	RTF Ca sens inh
O=C(Cc1cccc2ccccc12)Nc1ccc(Br)cc1C(=O)O	-1	-18	4	1	37	-0.6	-3	1	-0.3	-1	1
CCOc1cc(N2CCOCC2)c(OCC)cc1NC(=O)c1ccc2ncsc2c1	-3	2	10	-3	5	-0.9	-5	29	-1.7	0	-2
O=S(=O)(c1ccc2c(c1)oc1ccccc12)N1CCOCC1	0	8	.	-2	-1	-2.7	1	-28	-1.6	-13	-7
CC(C)c1cccc(C(C)C)c1NC(=O)CNCC(O)c1ccccc1 (centres undefined)	-8	-16	-16	-4	-5	0.2	-3	19	0.3	-11	-4
CCn1c(SCC(=O)NCCc2ccc(F)cc2)nnc1-c1cccs1	-1	2	-1	1	6	0.6	-6	2	2.4	-7	8
CCC12C(=Nc3c(Cl)cccc31)C[C@@H]1CCN3C(=O)CCC[C@H]2[C@H]13 (some centres undefined)	2	-15	11	-3	.	0.7	-13	.	-0.8	-2	-5
O=C(NCc1ccco1)c1cnn2c(C(F)(F)F)cc(-c3ccco3)nc12	0	-10	26	3	-5	0.8	-4	8	-1.1	-1	-1
COCCNc1nc(Cl)c(C#N)s1	-3	6	-2	0	1	0.1	10	-9	-0.4	4	-5
